Pin1 inh: inhibitors of human Pin1. Pin1 FP peptide displacement, HiFluor488, 10 min. Potency, µM (highest dose often 115 µM), for inactives: at the highest dose activity, negative = inhibition, usual class: inhibitors. 390,000 tested, 0.009% active. AID 504891; active means well fitted inhibition curve with a large enough effect in the polarisation, with a control signal flat, not every such curve was filed as active; inconclusive means small, poorly fitted or top-dose-only effect, or effect the other way, or a change in a side signal; inactive means no such curve, though single readings can be large or run the other way; the % refers to the polarisation; further: on the % scale 0 is the no-effect control and ±100 the full control effect
G9a inh: blocks human histone lysine methyltransferase G9a; G9a H3K9 monomethylation, AlphaScreen, 2 h; Potency, µM (doses to about 102 µM), for inactives: at the highest dose activity, negative = inhibition, usual class: inhibitors; 350,000 tested, 8.8% active; AID 504332; further: on the % scale 0 is the no-effect control and ±100 the full control effect; nearly all actives have a fitted effect of over 75% in size
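Methyltransferase reactions run at room temperature for 2 h (20 nM enzyme, 500 nM biotin-H3K9 peptide, 20 uM SAM) after a 15 min compound preincubation; product detected by AlphaScreen beads and anti-H3K9me1 antibody.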
POLI inh: blocks human DNA polymerase iota activity; Pol iota fluorescent replication assay, 10 min; Potency, µM (highest dose often 115 µM), inactives show at the top dose activity, negative = inhibition, actives largely listed as inhibitors; 390,000 tested, 1% active; AID 588590
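Pol iota at 10 nM preincubated 15 min with compounds at room temperature; reaction started with fluorescent substrate, 50 nM final. Fluorescence read kinetically at 0 and 10 min; buffer-only wells as negative control.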
BAZ2B block: blocks human BAZ2B | AlphaScreen BAZ2B-H3K14Ac peptide displacement | 360,000 tested, 4.4% active | Potency, µM (series often up to 114 µM), for inactives: top-dose activity change, negative = inhibition, actives largely listed as inhibitors | Q9UIF8 | AID 504333; further: on the % scale 0 is the no-effect control and ±100 the full control effect; nearly all actives have a fitted effect of over 60% in size
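AlphaScreen displacement of biotin-H3(5-23)K14Ac peptide (50 nM final) from BAZ2B (50 nM final) in PBS pH 7.4, 0.01% Tween-20; complex preformed 30 min RT, then compounds (top 110 uM) 30 min RT, beads 20 min dark.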
GLS inh: inhibitors of human glutaminase (GLS). GLS enzymatic activity, qHTS titration. AID 624170. Potency, µM (highest dose often 45.5 µM), for inactives: at the highest dose activity change, negative = inhibition, usual class: inhibitors. 410,000 tested, 0.21% active. O94925; further: on the % scale 0 is the no-effect control and ±100 the full control effect
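Coupled fluorescence readout: glutamate oxidase/HRP/Amplex Red detect glutamate formed by hKGA from L-glutamine (1 mM solution added). Buffer 45 mM KH2PO4 pH 8.2, 0.02% Tween-20; reads at t0 and 30 min RT.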
HP1b chromo inh: HP1-beta chromodomain-methylated histone interaction inhibition | 390,000 tested, 0.56% active | AlphaScreen HP1-beta / biotin-H3K9me3 peptide binding | Potency, µM (series often up to 114 µM), for inactives: at the top dose activity change, negative = inhibition, usual class: inhibitors | P83916; further: nearly all actives have a fitted effect of over 70% in size; inactives centre near 23
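Compound inhibition of the preformed complex between 50 nM HP1-beta and 50 nM biotinylated H3K9me3 peptide was read by AlphaScreen. Buffer was PBS pH 7.4 with 0.01% Tween-20. Incubations ran 30 min at room temperature, with 10 ug/mL donor/acceptor beads.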
JMJD2A Tudor: inhibitors of human JMJD2A Tudor domain | O75164 | AlphaScreen JMJD2A-Tudor / H3K4me3 peptide binding | Potency, µM (doses to about 114 µM), without a hit: at the highest dose activity change, negative = inhibition, hits mostly inhibitors | 390,000 tested, 4.4% active; further: on the % scale 0 is the no-effect control and ±100 the full control effect; nearly all actives have a fitted effect of over 50% in size
Target sequence (O75164 whole entry, looked up, the tested form may be a part): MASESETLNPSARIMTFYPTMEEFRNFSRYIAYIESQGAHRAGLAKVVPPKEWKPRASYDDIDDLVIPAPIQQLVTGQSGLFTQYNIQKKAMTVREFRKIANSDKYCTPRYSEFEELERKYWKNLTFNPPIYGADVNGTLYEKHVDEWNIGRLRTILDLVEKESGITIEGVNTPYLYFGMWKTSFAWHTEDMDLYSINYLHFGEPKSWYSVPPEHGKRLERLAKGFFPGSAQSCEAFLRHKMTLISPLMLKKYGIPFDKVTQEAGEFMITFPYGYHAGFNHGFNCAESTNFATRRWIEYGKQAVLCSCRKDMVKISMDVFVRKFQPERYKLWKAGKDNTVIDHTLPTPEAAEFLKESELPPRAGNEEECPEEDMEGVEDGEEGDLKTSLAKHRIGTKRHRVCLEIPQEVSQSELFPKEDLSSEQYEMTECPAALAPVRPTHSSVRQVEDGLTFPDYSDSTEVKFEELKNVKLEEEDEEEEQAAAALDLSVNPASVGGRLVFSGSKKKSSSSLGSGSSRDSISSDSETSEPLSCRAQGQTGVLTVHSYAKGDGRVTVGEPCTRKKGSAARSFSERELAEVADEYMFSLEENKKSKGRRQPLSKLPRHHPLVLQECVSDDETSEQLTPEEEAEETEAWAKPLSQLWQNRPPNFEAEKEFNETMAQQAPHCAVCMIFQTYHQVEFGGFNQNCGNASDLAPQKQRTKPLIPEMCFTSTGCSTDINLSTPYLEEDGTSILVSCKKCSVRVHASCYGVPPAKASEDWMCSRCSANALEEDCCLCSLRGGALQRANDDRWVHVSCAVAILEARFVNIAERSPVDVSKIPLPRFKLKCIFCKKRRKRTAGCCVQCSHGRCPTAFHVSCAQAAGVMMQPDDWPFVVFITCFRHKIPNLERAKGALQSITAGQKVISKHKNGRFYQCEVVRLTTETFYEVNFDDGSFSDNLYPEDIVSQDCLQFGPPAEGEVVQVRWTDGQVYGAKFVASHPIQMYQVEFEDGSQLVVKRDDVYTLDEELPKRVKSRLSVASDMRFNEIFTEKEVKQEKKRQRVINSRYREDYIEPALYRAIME
Tb PGK inh: T. brucei PGK inhibition; Potency, µM (doses to about 57.5 µM), for inactives: at the top dose activity change, negative = inhibition, most hits filed as inhibitors; AID 602233; PGK/GAPDH coupled, Kinase-Glo luminescence, 60 min; 380,000 tested, 0.043% active; P07378; further: on the % scale 0 is the no-effect control and ±100 the full control effect; nearly all actives have a fitted effect of over 60% in size
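Recombinant glycosomal PGK reaction used 1,3-bisphosphoglycerate generated in-well by GAPDH (100nM final) in 100mM TEA pH 7.6, 5mM MgCl2, 0.01% Tween-20. After 60 minutes at room temperature, ATP was read by Kinase-Glo Plus luminescence end-point.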
BLM helicase inh: blocks DNA unwinding by human BLM helicase; Potency, µM (highest dose often 56.1 µM), inactives show at the highest dose activity change, negative = inhibition, actives largely listed as inhibitors; recombinant BLM DNA unwinding, fluorescence dequenching; AID 2528; P54132; 350,000 tested, 0.2% active;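 further: plate controls were vehicle for no effect and no enzyme for full effect; nearly all actives have a fitted effect of over 35% in size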
Starred values were filed as active, the others as inactive; i = inactive; ? = inconclusive; nt = not tested or not shown; & = joins results of further samples; [ ] = another dose, or the depositor's remark. Unless noted, the call rests on the fitted dose curve; in most records, active means well fitted curve in the direction sought with a large enough effect; inconclusive means small, poorly fitted or top-dose-only effect, or another doubt; inactive means no such curve, though single readings can be large; an effect the other way counts as inactive or inconclusive. Potency means the concentration at half of the fitted maximal effect. The list is partial; rates above refer to the full screens.

The line under a structure holds: Pin1 inh, G9a inh, POLI inh, BAZ2B block, GLS inh, HP1b chromo inh, JMJD2A Tudor, Tb PGK inh, BLM helicase inh
- COC(=O)c1cc(Cl)ccc1NC(=O)Cn1c(C)cc(C)c(C#N)c1=O
    2%, 1%[59 µM], -5%, -2%, 5%, 29%, -3%, -1%, -9%
- O=S1(=O)N=C2CCCCCN2C(c2ccncc2)N1 (stereo not given)
    -7%, -2%[59 µM], 31%[activator], 0%, 7%, 43%, -3%, -1%, -1%
- COCOc1ccc(C=O)cc1OCOC
    -4%, nt, -14%, nt, -4%, 40%[activator], -2%, 1%, nt
- CCc1ccc(NC(=O)Cn2c(=O)n(CCC(=O)N3CCc4ccccc4C3)c(=O)c3ccccc32)cc1
    -6%, -32%[59 µM], -3%, 3%, -11%, 17%, -3%, 1%, -8%
- Cc1ccc(NC(=O)Nc2ncccc2C)cc1
    0%, 31%[59 µM], 5%, 63%[activator][57.1 µM], 3%, 10%, -4%, -10%, 3%
- Cc1ccccc1OCC(=O)OCC(=O)c1ccc(OCc2ccccc2)cc1
    0%, 20%[59 µM], 1%, 4%, -2%, 109%[activator], 27%, nt, -13%
- COC(=O)c1cn(-c2ccc(F)cc2)c(=O)c2ccccc12
    -4%, 9%, 100%[activator], -14%, 7%, 30%, -5%, -9%, -2%
- CC(C)c1nc(C#N)c(NN)o1
    8%, 2%, 6%, -16%, 10%, 66%[activator], -12%, i, -2%
- COc1cccc(OC)c1C(=O)Nc1nc(-c2ccccc2)cs1
    1%, -5%, 32%[activator], -10%, -13%, 36%, -20%, i, -13%
- CCc1ccc2[nH]c(=O)c(CN(Cc3ccc4c(c3)OCO4)C(=O)c3ccco3)cc2c1
    5%, 4%[12.7 µM], 2%, -27%, 3%, 9%, -16%, i, -9%

Some of the entries so far, bar-delimited:
Compound | Pin1 inh | G9a inh | POLI inh | BAZ2B block | GLS inh | HP1b chromo inh | JMJD2A Tudor | Tb PGK inh | BLM helicase inh
COC(=O)c1cc(Cl)ccc1NC(=O)Cn1c(C)cc(C)c(C#N)c1=O | 2% | 1%[59 µM] | -5% | -2% | 5% | 29% | -3% | -1% | -9%
O=S1(=O)N=C2CCCCCN2C(c2ccncc2)N1 (stereo not given) | -7% | -2%[59 µM] | 31%[activator] | 0% | 7% | 43% | -3% | -1% | -1%
COCOc1ccc(C=O)cc1OCOC | -4% | nt | -14% | nt | -4% | 40%[activator] | -2% | 1% | nt
CCc1ccc(NC(=O)Cn2c(=O)n(CCC(=O)N3CCc4ccccc4C3)c(=O)c3ccccc32)cc1 | -6% | -32%[59 µM] | -3% | 3% | -11% | 17% | -3% | 1% | -8%
Cc1ccc(NC(=O)Nc2ncccc2C)cc1 | 0% | 31%[59 µM] | 5% | 63%[activator][57.1 µM] | 3% | 10% | -4% | -10% | 3%
Cc1ccccc1OCC(=O)OCC(=O)c1ccc(OCc2ccccc2)cc1 | 0% | 20%[59 µM] | 1% | 4% | -2% | 109%[activator] | 27% | nt | -13%
COC(=O)c1cn(-c2ccc(F)cc2)c(=O)c2ccccc12 | -4% | 9% | 100%[activator] | -14% | 7% | 30% | -5% | -9% | -2%

Remaining list, next part.
The line under a structure holds: Pin1 inh, G9a inh, POLI inh, BAZ2B block, GLS inh, HP1b chromo inh, JMJD2A Tudor, Tb PGK inh, BLM helicase inh
- CCN(C(=O)COC(=O)c1ccc2[nH]c(C)c(C)c2c1)c1c(N)n(Cc2ccccc2)c(=O)[nH]c1=O
    9%, nt, -9%, nt, 8%, 17%, -10%, -8%, nt
- CN(Cc1ccc(F)cc1)C(=O)c1cccc(S(=O)(=O)N2CCN(c3ccc(F)cc3)CC2)c1
    1%, -23%, 14%, -5%, 6%, 5%, -17%, -2%, nt
- O=C(COC(=O)CNC(=O)c1ccccc1)NCCc1ccccc1
    -1%, 8%, 85%[activator], 1%, 13%, 23%, -7%, i, -1%
- COc1ccc(CN=C2NC(=O)CC(C(=O)Nc3ccc([N+](=O)[O-])cc3C)S2)cc1 (stereo not given)
    -1%, -5%[59 µM], 76%[activator], -7%, 12%, 36%, -3%, -2%, 1%
- O=C(NNS(=O)(=O)c1ccc(F)cc1)C1CC(c2cccnc2)=NO1 (stereo not given)
    -4%, 27%, 28%, -6%, 17%, 25%, 3%, -6%, -12%
- O=C(CCCNS(=O)(=O)c1cccc2nsnc12)NCCc1ccccc1
    -1%, 27%[59 µM], 12%, -36%, -4%, 18%, -10%, -1%, 1%
- Cc1cc(C(=O)OCC(=O)NCc2ccco2)c(C)n1-c1ccccc1
    -3%, ?, 22µM*, -116%, -44%, -66%, 56µM*, ?, -24%
- N#CC1=C(N)Oc2c(ccc3cccnc23)C1c1ccccc1 (stereo not given)
    4%, 6%[59 µM], 7%, -28%, 9%, 21%, -26%, -14%, -4%
- O=C(Nc1ccccc1C(=O)N/N=C/c1ccco1)c1ccccc1
    -1%, -2%, 31%[activator], -33%, 2%, -1%, -33%, -12%, 6%
- COc1ccc(C2CC(c3cccc(Cl)c3)=NN2c2ccc(S(N)(=O)=O)cc2)cc1 (stereo not given)
    72%[activator], nt, 26%, nt, -7%, 175%[activator], 51%[activator], i, nt

More structures:
The line under a structure holds: Pin1 inh, G9a inh, POLI inh, BAZ2B block, GLS inh, HP1b chromo inh, JMJD2A Tudor, Tb PGK inh, BLM helicase inh
- COc1ccc(C2Nc3ccc(NC(C)=O)cc3C(=O)N2Cc2ccccc2)cc1COc1ccc(NC(C)=O)cc1 (stereo not given)
    -1%, nt, 17%, nt, nt, 33%, -24%, nt, nt
- CC1(C)C(=O)NCCN1C(=O)CC1C(=O)NCCN1CC(c1ccccc1)c1ccccc1 (stereo not given)
    8%, ?, 10%, -32%, 0%, 33%[activator], -16%, 4%, -8%
- Fc1ccc(CNc2ncnc3c2c(-c2ccccc2)cn3-c2ccccc2)cc1
    0%, -8%[59 µM], 11%, 26%, 3%, 75%[activator], -23%, -3%, -4%
- Cc1ccc(NC(=O)Nc2ccc(C(=O)N3CCOCC3)cc2)cc1
    5%, -1%[59 µM], 11%, -17%, -4%, 14%, -14%, -1%, -6%
- Cc1ccc(/C=N/NC(=O)C(c2ccncc2)N2CCOCC2)cc1 (stereo not given)
    -1%, nt, 0%, 1%, -3%, 47%[activator], -10%, -6%, -2%
- O=C(CCN1C(=O)/C(=C\c2ccc(F)cc2)SC1=S)Nc1ccc(O)cc1
    -1%, -12%, -9%, -19%, -4%, -9%, 1%, -6%, -8%
- CCOc1ccc(S(=O)(=O)Nc2cc3c(C(=O)OC)c(COC)oc3c3ccccc23)cc1
    ?, -44%[59 µM], 22%, -3%, 7%, -11%, -19%, i, -3%
- C=CCNC(=O)CSc1nnc(-c2ccc(S(=O)(=O)N3CCCC3)cc2)n1C
    -6%, 10%, 109%[activator], 12%, -13%, -3%, 11%, 5%, 5%
- O=[N+]([O-])c1cc([N+](=O)[O-])c(Oc2cc(Cl)cc(Cl)c2)cc1NN1CCCCC1
    -7%, ?, -3%, ?, -2%, -9%, ?, i, nt
- COC(=O)C[C@H]1c2ccccc2S(=O)(=O)N1c1cccc(OC)c1
    -5%, nt, 25%&-16%, nt, 4%, 49%[activator], -20%, -1%, nt

(more compounds)
The line under a structure holds: Pin1 inh, G9a inh, POLI inh, BAZ2B block, GLS inh, HP1b chromo inh, JMJD2A Tudor, Tb PGK inh, BLM helicase inh
- O=C(COc1ccccc1Cl)N1CCc2ccccc21
    4%, 25%, 54%[activator], 13%, 10%, 24%, 0%, i, -3%
- Cc1ccc(S(=O)(=O)Nc2ccc(O)c3ncccc23)cc1
    -8%, ?, -13%, 22µM*, -3%, 7%, 40µM*, -10%, -2%
- NC1=NC2(CCCC2)n2c(nc3ccccc32)N1
    -2%, -34%, 12%, -11%, -7%, 36%, -3%, i, 3%
- S=c1[nH]nc(-c2ccco2)n1/N=C/C=C/c1ccco1
    ?, 1.4µM*, 11µM*, ?, -20%, ?, 3.5µM*, -2%, -12%
- O=C(/C=C/c1ccccc1[N+](=O)[O-])NCCCn1ccnc1
    -12%, 1%, 40%[activator], ?, 0%, 27%, -7%, -9%, -3%
- CC(=O)c1c(C)[nH]c(C(=O)OCC(=O)N2CC(=O)Nc3ccccc32)c1C
    3%, 5%[59 µM], 12%, ?, 8%, 35%, -9%, 3%, 4%
- O=C(Nc1ccc2c(c1)OCO2)c1noc2c1CCCC2
    0%, ?, 19%, -19%, 2%, 20%, -31%, -4%, -12%
- NC(=O)c1cccc2cc3ccccc3cc12
    -9%, -5%, 112%[activator], -2%, 1%, 43%[activator], -6%[11.4 µM], 10%, -5%
- Cc1nn(C)c(C)c1Sc1ccc(Br)cc1
    2%, 47%, -2%, 1%, -18%, 74%[activator], 20%, -8%, -4%
- CC(C)Oc1ccc(C(=O)N2CCC(c3nc4ccccc4s3)CC2)cc1
    -3%, -7%[59 µM], 20%, -2%, 1%, 52%[activator], -2%, -7%, -5%

Next part.
The line under a structure holds: Pin1 inh, G9a inh, POLI inh, BAZ2B block, GLS inh, HP1b chromo inh, JMJD2A Tudor, Tb PGK inh, BLM helicase inh
- Cc1ccc(NC(=O)CNC(=O)c2ccc3c(c2)OCO3)nc1
    -2%, 62%[activator], 35%[activator], -24%, 3%, 35%, -23%, -3%, -1%
- Cc1cccc(OCCSc2nnc(-c3ccoc3C)n2C)c1
    7%, ?, 16%, -33%, 7%, 27%, -16%, 2%, -3%
- O=C1OCCN1C(=O)[C@H]1[C@H](c2ccc(F)cc2)C(c2ccccc2)=NN1c1ccc(Br)cc1
    24%, 128%[activator][59 µM], 3%, nt, 0%, 77%[activator], 18%, 3%, -14%
- COc1cccc(-c2nc(CS(=O)(=O)CC(=O)NCc3ccc4c(c3)OCO4)c(C)o2)c1
    -3%, -27%, -7%, -38%[57.1 µM], -12%, 43%[activator], 1%, -2%, -1%
- Cc1ccc(-c2[nH]nc3c2C(c2ccsc2)C(C#N)=C(N)O3)cc1 (stereo not given)
    -3%, 21%, 12%, 4%, -1%, 17%, -6%, -3%, -8%
- CCOc1ccc(NS(=O)(=O)c2ccc(C)c(C(=O)NCCCn3ccnc3)c2)cc1
    8%, 1%, 44%[activator], -36%, 3%, 12%, -24%, i, 2%

High-throughput results as filed in PubChem.
